aGal spleen mod = alpha-galactosidase A (human) modulation; human spleen homogenate, 4MU-alpha-Gal fluorescence, 40 min; P06280; AID 2107; 0.008% of 240,000 active; Potency, µM (highest dose often 80 µM), inactives show at the top dose activity change, negative = inhibition, hits mostly inhibitors;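 note: 0% = enzyme with vehicle and -100% = no enzyme basal signal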
Target sequence (P06280 32-429 limits assumed): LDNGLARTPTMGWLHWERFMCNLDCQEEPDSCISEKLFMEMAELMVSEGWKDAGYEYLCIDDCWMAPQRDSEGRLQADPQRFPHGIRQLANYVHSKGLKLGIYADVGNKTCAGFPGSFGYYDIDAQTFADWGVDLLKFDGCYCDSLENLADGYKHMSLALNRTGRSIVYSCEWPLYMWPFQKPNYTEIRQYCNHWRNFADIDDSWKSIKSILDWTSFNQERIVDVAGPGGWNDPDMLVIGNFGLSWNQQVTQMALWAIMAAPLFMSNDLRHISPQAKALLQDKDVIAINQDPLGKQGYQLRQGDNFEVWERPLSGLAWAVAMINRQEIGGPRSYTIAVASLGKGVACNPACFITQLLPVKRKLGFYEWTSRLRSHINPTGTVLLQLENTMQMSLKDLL
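qHTS titration in buffer at pH 5.0. Alpha-galactosidase activity in spleen homogenate was measured via 4-methylumbelliferone release from 1 mM fluorogenic substrate after 40 min at 37C and a pH 10 stop. AC50 came from Hill fits of control-normalized data.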
GAA glycogen mod = inhibitors or activators of human alpha-glucosidase glycogen cleavage | P10253 | recombinant GAA, glycogen substrate, Amplex Red glucose oxidase fluorescence | AID 2100 | 0.38% of 300,000 active | Potency, µM (doses to about 76.4 µM), without a hit: at the top dose activity change, negative = inhibition, hits mostly inhibitors;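 note: 0% = full enzyme reaction and -100% = no-enzyme basal signal; the screen sought inhibitors and activators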
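Recombinant human alpha-glucosidase (4 nM final) hydrolysed bovine liver glycogen (30 ug) for 40 min at 37 C in pH 5.0 citrate/phosphate with 0.01% Tween-20. Released glucose detected by glucose oxidase/Amplex Red, Ex 573/Em 610 nm. Compounds up to 77 uM; AC50 from Hill fits.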
KDM4E inh = JMJD2E (human) inhibition | JMJD2E catalytic domain, FDH-coupled NADH fluorescence (FDH is formaldehyde dehydrogenase) | Potency, µM (series often up to 57.1 µM), for inactives: top-dose activity change, negative = inhibition, most hits filed as inhibitors | 1.6% of 230,000 active | AID 2147; active = well fitted inhibition curve with a large enough effect, not every such curve was filed as active; inconclusive = small, poorly fitted or top-dose-only effect, or another doubt; inactive = no such curve, though single readings can be large or run the other way;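 note: 0% = wells with enzyme and -100% = buffer wells without enzyme; nearly all actives have a fitted effect of over 50% in size; many of its hits are not listed in these tables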
ALDH1A1 block = inhibitors of human aldehyde dehydrogenase 1A1 | P00352 | Purified ALDH1A1, NADH fluorescence, propionaldehyde substrate | Potency, µM (top dose mostly 75.3 µM), for the others: top-dose activity, negative = inhibition, actives largely listed as inhibitors | 7.3% of 220,000 active | AID 1030; active = well fitted inhibition curve with a large enough effect, not every such curve was filed as active; inconclusive = small, poorly fitted or top-dose-only effect, or another doubt; inactive = no such curve, though single readings can be large or run the other way;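 note: plate controls were no enzyme wells and a reference inhibitor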
Target sequence (P00352 whole entry, looked up): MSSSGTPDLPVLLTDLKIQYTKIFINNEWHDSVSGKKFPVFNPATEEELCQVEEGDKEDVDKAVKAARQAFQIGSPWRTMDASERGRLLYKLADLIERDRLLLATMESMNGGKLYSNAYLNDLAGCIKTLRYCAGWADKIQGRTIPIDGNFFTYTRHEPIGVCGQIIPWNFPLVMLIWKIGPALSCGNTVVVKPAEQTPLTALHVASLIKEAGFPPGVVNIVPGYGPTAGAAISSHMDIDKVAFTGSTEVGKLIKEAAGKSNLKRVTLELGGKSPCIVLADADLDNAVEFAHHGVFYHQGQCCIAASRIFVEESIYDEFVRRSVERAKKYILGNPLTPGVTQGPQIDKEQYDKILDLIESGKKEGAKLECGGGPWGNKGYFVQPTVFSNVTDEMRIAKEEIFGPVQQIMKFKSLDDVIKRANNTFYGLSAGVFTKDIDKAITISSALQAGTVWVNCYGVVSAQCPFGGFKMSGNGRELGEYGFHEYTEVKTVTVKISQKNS
GAA inhib = inhibitors of human lysosomal alpha-glucosidase; P10253; purified human GAA, 4-MU-alpha-glucoside fluorescence; Potency, µM (titrated, usually from 76.9 µM), for the others: at the top dose activity change, negative = inhibition, usual class: inhibitors; 0.005% of 200,000 active;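 note: plate controls were uninhibited enzyme wells for no effect and no-enzyme background for full effect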
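Fluorescence at Ex 365/Em 440 nm from 4-methylumbelliferone reported enzyme activity after 20 min at room temperature. Reactions used 4 nM enzyme and 400 uM substrate at pH 5.0; curves fitted with the Hill equation.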
aGlu spleen mod = lysosomal alpha-glucosidase (human) modulation; P10253; human spleen homogenate, 4-MU-alpha-glucoside fluorescence; Potency, µM (top dose mostly 79.9 µM), for inactives: at the highest dose activity change, negative = inhibition, usual class: inhibitors; 0.006% of 240,000 active;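 note: 0% = enzyme with vehicle and -100% = no enzyme basal signal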
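Human spleen homogenate (1 ug) incubated with compounds and 1 mM 4-methylumbelliferyl-alpha-D-glucopyranoside in pH 5.0 citrate/phosphate buffer, 37 C, 40 min. Stopped at pH 10; 4-MU fluorescence (Ex 365/Em 440 nm); AC50 by Hill fit.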
GoLoco inh red = inhibitors of human Gai1-RGS12 GoLoco interaction (red fluorophore) | 0.44% of 230,000 active | AID 880 | P63096 | Potency, µM (top dose mostly 61.6 µM), for the others: top-dose activity, negative = inhibition, most hits filed as inhibitors | Gai1:RGS12 GoLoco peptide FP, rhodamine, 10 min; active = well fitted inhibition curve with a large enough effect, not every such curve was filed as active; inactive = no such curve, though single readings can be large or run the other way; note: % is set by controls: 0 for no effect and ±100 for the full control effect; nearly all actives have a fitted effect of over 30% in size; many of its hits are not listed in these tables
SMN2 splice up = increases expression of the SMN2 splice variant; Potency, µM (titrated, usually from 46.1 µM), for the others: at the highest dose activity change, positive = activation, usual class: activators; HEK293 SMN2-luciferase splicing reporter, luminescence, 30-36 h; AID 1458; 2.8% of 210,000 active; note: % of control where 0% means no effect; nearly all actives have a fitted effect of over 55% in size
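HEK293 cells carry an SMN2 […]–luciferase reporter in which exon 7 inclusion puts luciferase in frame. Cells were plated 10-12 h before compound addition, then incubated 30-36 h at 37C. ONE-Glo luminescence was read; sodium butyrate at 4.5 mM final served as control.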
Starred values were filed as active, the others as inactive; u = inconclusive; x = no result given; [ ] = another dose, or the depositor's remark. Unless noted, calls come from the whole dose curve; as a rule, active = well fitted curve in the direction sought with a large enough effect; inconclusive = small, poorly fitted or top-dose-only effect, or another doubt; inactive = no such curve, though single readings can be large; an effect the other way counts as inactive or inconclusive. Potency is the fitted concentration of half-maximal effect. Only part of the results is shown. The share of hits here may be higher or lower than overall.

Each structure is followed by: KDM4E inh	ALDH1A1 block	aGlu spleen mod	GoLoco inh red	GAA inhib	aGal spleen mod	GAA glycogen mod	SMN2 splice up
CCOC(=O)c1ccc(NC(=O)Cn2cnc3cc(C)c(C)cc32)cc1
  -0.4%	x	-1.6%	7.0%	x	-2.4%	4.9%	x
Clc1ccccc1CN(Cc1ccccc1)C(c1cccs1)c1nnnn1C1CCCC1 (stereo unspecified)
  -1.8%	11.4%	-2.7%	5.3%	-3.9%	-2.1%	-2.3%	-31.9%[inhibitor]
Nc1ccc(Oc2ccccc2F)nc1
  145.8%	x	13.6%	21.2%	x	13.7%	-0.2%	x
CCOC(=O)N1CCC(N2Cc3cccc(C(=O)Nc4cc(F)ccc4F)c3C2=O)CC1
  0.4%	u	-5.4%	5.7%	0.9%	8.9%	-15.1%	-28.4%
Cc1cc2cc(CNC(=S)Nc3ccc(OC(F)(F)F)cc3)ccc2[nH]1
  3.9%	-0.6%	-2.3%	5.0%	-4.1%[15.4 µM]	-4.1%	-2.7%	-7.8%
C=CCc1cccc2cc(C(=O)NNC(=O)c3ccncc3)c(=O)oc12
  2.0%	-1.7%	-1.7%	6.3%	2.3%	-1.8%	-4.3%	x
CCCN1C(=O)/C(=C/c2cc(C)n(C)c2C)SC1=Nc1ccc(OCC)cc1
  4.1%	3.16µM*	1.0%	-3.5%	-25.0%	6.2%	1.5%	-12.3%
COc1ccc(/C=N/NC(=O)C(N)=O)c(OC)c1OC
  0.5%	8.6%	-6.0%	-1.5%	-0.4%	24.2%	-6.6%	-2.6%
COc1cccc(C(C(=O)NC2CCCCC2)N(CC2CCCO2)C(=O)CNC(=O)c2ccco2)c1 (stereo unspecified)
  8.6%	2.5%	-15.2%	5.3%	-1.3%	-1.8%	-2.7%	-12.9%
Cc1c(C(N)=O)sc2ncn(CCOc3ccccc3)c(=O)c12
  -0.1%	-1.7%	-2.5%	10.5%	u	2.7%	-4.8%	4.7%
CC(C)Cc1ccc(C(C)C(=O)Nc2ccc(O)cc2)cc1 (stereo unspecified)
  -20.4%	-4.6%	-5.3%	-0.9%	u	-2.1%	u	-31.5%[inhibitor]
C=CCn1c(SCC(=O)Nc2ccc3c(c2)CCC3)nnc1-c1cccs1
  5.9%	u	1.4%	-1.9%	-7.9%	9.0%	0.6%	-18.0%
Cc1cccc(-n2c(-c3ccco3)n[nH]c2=S)c1
  u	-6.5%	1.8%	0.1%	-1.4%	-0.8%	-2.1%	-4.1%
CC(C)Nc1nc(NC(C)C)nc(N(C)N)n1
  105.3%[activator]	u	1.4%	-2.3%	-2.5%	3.8%	28.2µM*	-13.6%
Cc1ccc2c(c1)N(C(=O)CCC(=O)N1CCc3ccccc3C1)CCO2
  -5.2%	20µM*	-1.5%	-5.0%	-10.1%	0.9%	1.3%	-6.4%
NC(=O)C1CCN(C2CC(=O)N(Cc3ccc(N4CCCC4=O)cc3)C2=O)CC1 (stereo unspecified)
  6.7%	-5.3%	5.6%	8.7%	-5.8%	2.9%	5.1%	14.6%
COC(=O)c1ccc(NC(=O)CSc2nc3ccccc3c(=O)[nH]2)cc1
  3.1%	-3.4%	-2.7%	0.3%	3.5%	-0.2%	12.6%	-15.4%
CC(CNS(=O)(=O)c1ccccc1)(c1ccccc1)N1CCCCC1 (stereo unspecified)
  -15.3%	x	-19.5%	-7.8%	x	0.7%	1.8%	x
CCCNC(=O)COC(=O)c1cc(C)nc2ccccc12
  u	-7.5%	0.0%	-8.8%	7.6%	-8.1%	8.4%	-5.0%
CCOC(=O)C1=C(N)Oc2c(oc(CO)cc2=O)C1c1ccc(F)cc1 (stereo unspecified)
  6.3%	5.1%	-3.0%	7.7%	-9.7%	0.5%	-3.3%	9.1%
CCN1CCN(c2cc(C)nc(-c3ccccc3O)n2)CC1
  -0.6%	x	4.0%	3.7%	x	8.2%	-1.2%	x
Cc1cccc(NC(=O)C2=C(O)c3ccccc3N(C)S2(=O)=O)c1
  1.2%	22.0%	1.6%	8.0%	3.0%	0.4%	3.7%	14.0%
O=C1CC(c2cccs2)c2ccc3ccccc3c2N1 (stereo unspecified)
  -1.2%	2.9%	x	4.7%	-0.1%	-1.9%	4.4%	1.7%
CC(=O)N1CCN(CC(=O)Nc2cccc(S(=O)(=O)N3CCCCCC3)c2)CC1
  4.4%	-4.9%	-17.7%	-2.2%	-5.6%	-1.8%	-5.0%	2.4%
CCC(=O)c1ccc(OCC(=O)NCC2(N3CCCCC3)CCCCC2)cc1
  -26.1%	3.1%	-4.4%	5.0%	-5.5%	-8.4%	5.7%	x
CCOC(=O)c1c(NC(=S)NC(=O)c2ccco2)sc2c1CCCC2
  2.0%	18.1%	6.5%	4.6%	-1.0%	3.5%	-0.5%	-1.8%
C[C@H](C(=O)C=[N+]=[N-])N1C(=O)c2ccccc2C1=O
  -5.3%	u	-19.5%	5.1%	0.3%	-14.3%	11.1%	0.8%
O=C(CCCCl)NC(=S)Nc1ccc(CN2CCOCC2)cc1
  -2.0%	20µM*	-0.3%	4.2%	-4.6%	-0.6%	3.3%	x
Cc1ccc(N(CC(=O)Nc2ccc(C)cn2)S(=O)(=O)c2c(C)nn(C)c2C)cc1
  1.3%	11.9%	3.1%	-2.9%	0.7%	10.8%	2.3%	-8.3%
Cn1c(N)c(C(=O)COC(=O)C23CC4CC(CC(C4)C2)C3)c(=O)n(C)c1=O
  -0.2%	u	-4.1%	1.6%	-6.4%	-17.7%	3.5%	-12.2%

Whole records from above.
CC(CNS(=O)(=O)c1ccccc1)(c1ccccc1)N1CCCCC1 (stereo unspecified) across the screens: KDM4E inh = -15.3%; ALDH1A1 block = x; aGlu spleen mod = -19.5%; GoLoco inh red = -7.8%; GAA inhib = x; aGal spleen mod = 0.7%; GAA glycogen mod = 1.8%; SMN2 splice up = x
CCC(=O)c1ccc(OCC(=O)NCC2(N3CCCCC3)CCCCC2)cc1 across the screens: KDM4E inh = -26.1%; ALDH1A1 block = 3.1%; aGlu spleen mod = -4.4%; GoLoco inh red = 5.0%; GAA inhib = -5.5%; aGal spleen mod = -8.4%; GAA glycogen mod = 5.7%; SMN2 splice up = x

The results go on:
Each structure is followed by: KDM4E inh	ALDH1A1 block	aGlu spleen mod	GoLoco inh red	GAA inhib	aGal spleen mod	GAA glycogen mod	SMN2 splice up
COc1ccc(NC(=O)C2CC(=O)N/C(=N/N=C/c3ccccc3)S2)cc1 (stereo unspecified)
  3.1%	x	5.8%	-5.8%	x	5.7%	-0.2%	x
NS(=O)(=O)c1ccc(S(=O)(=O)N(Cc2ccccc2F)CC2CCCO2)cc1 (stereo unspecified)
  1.6%	1.6%	-4.6%	-0.9%	-2.4%	-0.7%	4.4%	-3.3%
CCOC(=O)CC1C(=O)NCCN1C(=O)c1ccc(F)cc1F (stereo unspecified)
  1.0%	7.2%	-1.9%	-5.7%	-0.9%	10.2%	3.6%	-19.6%
Cc1cccc(C(=O)Nc2sc(C)c(-c3ccccc3)c2C#N)c1
  u	u	-2.7%	-1.1%	-10.4%	2.1%	-7.8%	u
COc1ccc(/C=C(\C#N)C(=O)OCC(=O)NCc2ccccc2)cc1
  u	u	9.7%	6.9%	u	1.5%	13.2%	5.4%
CCCNC(=O)/C=C/C(=O)O
  -12.3%	3.8%	-3.5%	4.7%	-10.0%	-0.8%	1.9%	-2.0%
CCN(CC)S(=O)(=O)c1ccc2oc(C(=O)Nc3ccc(OC)cc3OC)c(C)c2c1
  -5.0%	-11.0%	-2.8%	-17.7%	-7.7%	5.1%	8.0%	-25.6%
COC(=O)C1=C(C)NC2=C(C(=O)CCC2)C1c1cccc(C)n1 (stereo unspecified)
  u	u	15.9%	14.7%	u	26.2%	2.0%	15.1%
COc1cc(CC(=O)OCn2nnc3ccccc3c2=O)cc(OC)c1OC
  5.5%	6.8%	-0.9%	-0.9%	0.5%	-2.9%	5.7%	-2.7%
O=C(NC1CCCCC1)C1c2ccccc2C(=O)N1Cc1ccco1 (stereo unspecified)
  -7.2%	-7.9%	-9.2%	-12.0%	-4.5%	-1.6%	7.2%	-4.0%
Cc1ccc(OCc2n[nH]c(=S)n2-c2ccc(C)cc2)cc1
  -3.2%	9.1%	3.4%	-0.7%	13.1%	-0.6%	-21.4%	x
Cc1ccc(S(=O)(=O)N(C)C)cc1NC(=O)c1cccnc1Oc1ccccc1
  u	28.2µM*	-1.1%	4.2%	u	-3.7%	4.2%	x
COc1ccc(OC)c(/C=C(\NC(=O)c2ccccc2)C(=O)N/N=C/c2ccc(C)s2)c1
  u	u	-3.4%	-2.5%	0.6%	-1.1%	-4.8%	-12.9%
COc1ccc(NC(=O)c2cccnc2SC)cc1OC
  -5.1%	6.8%	0.0%	3.6%	-3.5%	-2.7%	5.8%	4.3%
Cn1c(=O)[nH]c(NC2CCCCC2)c([N+](=O)[O-])c1=O
  4.2%	-0.6%	-4.9%	5.8%	-17.7%	-0.6%	4.8%	1.5%
Cc1ccc(C(C#N)c2ccc(C(=O)c3ccc(F)cc3)cc2)cc1 (stereo unspecified)
  -3.2%	u	-3.1%	7.3%	u	-2.1%	-3.3%	-79.3%[inhibitor]
CCOC(=O)CSc1nnc(-c2ccc3ncccc3c2)n1C
  u	x	-2.6%	-0.2%	x	-1.2%	3.4%	x
O=C(O)c1ccccc1C1Nc2ccccc2C(=O)N1CCCN1CCOCC1 (stereo unspecified)
  u	x	-2.6%	11.0%	x	2.3%	-11.4%	x
CCCCn1c(SCC(=O)/C(C#N)=C(\C)N)nc2ccccc2c1=O
  u	u	-0.4%	33.0%[activator]	u	0.4%	0.0%	-29.9%
COc1ccc(C(=O)Nc2c(Cl)cc(Cl)cc2C(=O)N2CCC(C)CC2)cc1
  -0.4%	5.7%	-4.0%	10.0%	-0.4%	0.7%	9.8%	27.1%[1.84 µM]
COCCCn1c(SCC(=O)O)nc2cc(OC)c(OC)cc2c1=N
  u	u	-2.8%	6.2%	u	-0.7%	15.0%	0.7%

Source: PubChem BioAssay (National Center for Advancing Translational Sciences (NCATS))
